Compound activity as filed in PubChem BioAssay.
SMARCA2 act = SMARCA2 (BRM) function activators, primary screen, cell-based, luminescence, high throughput; activation, % at 9.1 µM; AID 652017, 2013; 370,000 compounds, 1% hits; MG213 cells, MMTV-luciferase reporter, dexamethasone, overnight; in the data active = activation above about 7.8%;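 note: 0% = vehicle wells and 100% = reference activator wells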
DAX1 inh-1 = DAX1 (NR0B1) inhibitors, primary screen, cell-based, HEK293, Gal4-DAX1, luciferase luminescence. 340,000 compounds, 0.99% hits. inhibition, % at 6.75 µM. AID 504766, 2011. Nuclear receptor subfamily 0 group B member 1 (Homo sapiens), P51843. HEK293 Gal4-DAX1 luciferase reporter;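 active = inhibition above the mean over all tested compounds plus 3 SD, cut at about 4.2% in these data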;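 note: 0% = DAX1-transfected cells with DMSO and 100% = empty-vector control cells with DMSO; inhibition shows as a rise in luminescence from relieved DAX1 repression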
hgDAF-12 ag = H. glycines DAF-12 receptor agonists, primary screen, cell-based, luminescence, HEK293, GAL4 fusion, UAS-luciferase | HEK293 GAL4-hgDAF12 UAS-luciferase reporter, agonist luminescence; normalized to butyrate control | activation, % at 6.8 µM | 370,000 compounds, 1.8% hits;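 active = activation above a cutoff set at the mean of all screened compounds plus 3 SD, cut at about 10% in these data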;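 note: 0% = DMSO wells and 100% = sodium butyrate wells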
NPR1 activator = GC-A stimulated cGMP production enhancers – HEK293 GC-A cells, cGMP TR-FRET, EC30 ANP, primary screen; Atrial natriuretic peptide receptor 1 (Homo sapiens), P16066; 0% at EC30 ANP, 100% saturating ANP; activation, % at 10 µM; 370,000 compounds, 0.14% hits; in the data active = activation above about 40%
KLK7 zymogen act = proKLK7 zymogen activators, primary screen, biochemical, fluorescence intensity; Kallikrein-7 (Homo sapiens), P49862; purified proKLK7, EDANS-DABCYL substrate fluorescence; 100% is mature enzyme control, 0% vehicle; 370,000 compounds, 0.9% hits; AID 652039, 2013; activation, % at 7 µM;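 active = activation above the mean of all tested compounds plus 3 SD, computed per campaign excluding outliers beyond control limits, cut at about 13% in these data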
GC-B act = human GC-B receptor activators, primary screen, HEK293 GC-B cells, cGMP TR-FRET, EC30 CNP; 370,000 compounds, 0.11% hits; AID 1920062, 2024; activation, % at 10 µM; 0% at EC30 CNP, 100% saturating CNP;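 active = activation at 10 µM reaching about 35% in either raw or pattern-adjusted values, limit read from the data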
Target sequence (P20594 whole entry, looked up): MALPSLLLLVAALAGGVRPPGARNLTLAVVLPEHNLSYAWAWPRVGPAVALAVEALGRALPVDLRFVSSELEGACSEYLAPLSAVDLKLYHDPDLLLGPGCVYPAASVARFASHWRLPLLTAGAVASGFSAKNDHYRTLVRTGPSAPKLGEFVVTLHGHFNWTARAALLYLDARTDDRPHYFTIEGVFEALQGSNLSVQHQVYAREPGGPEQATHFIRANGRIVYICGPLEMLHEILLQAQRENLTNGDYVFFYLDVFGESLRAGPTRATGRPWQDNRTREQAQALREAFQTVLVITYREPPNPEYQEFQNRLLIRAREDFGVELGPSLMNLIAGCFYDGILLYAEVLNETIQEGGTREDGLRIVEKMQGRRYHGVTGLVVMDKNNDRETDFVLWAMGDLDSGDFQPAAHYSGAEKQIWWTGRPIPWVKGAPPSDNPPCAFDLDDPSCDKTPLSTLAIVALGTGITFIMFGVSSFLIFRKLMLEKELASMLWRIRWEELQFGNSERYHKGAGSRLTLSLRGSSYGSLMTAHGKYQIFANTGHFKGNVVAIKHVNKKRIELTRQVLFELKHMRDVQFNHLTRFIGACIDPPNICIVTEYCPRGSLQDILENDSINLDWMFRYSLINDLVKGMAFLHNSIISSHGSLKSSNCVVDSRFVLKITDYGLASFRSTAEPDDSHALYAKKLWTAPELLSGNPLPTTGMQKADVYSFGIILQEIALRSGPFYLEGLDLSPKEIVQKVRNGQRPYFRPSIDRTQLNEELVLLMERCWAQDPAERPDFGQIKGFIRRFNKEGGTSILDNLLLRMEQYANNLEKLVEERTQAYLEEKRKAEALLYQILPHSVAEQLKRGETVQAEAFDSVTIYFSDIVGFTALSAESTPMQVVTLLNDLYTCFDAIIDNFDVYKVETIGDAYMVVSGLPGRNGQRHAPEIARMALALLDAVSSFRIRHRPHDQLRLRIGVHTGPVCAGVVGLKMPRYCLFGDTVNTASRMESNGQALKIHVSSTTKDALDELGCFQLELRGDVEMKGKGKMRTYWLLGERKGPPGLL
ssDAF-12 act = S. stercoralis DAF-12 nuclear receptor activators, primary screen, cell-based, luminescence, HEK293, GRIP1 co-expression, lit1-tk-luc; Nuclear hormone receptor DAF-12 (Strongyloides stercoralis); HEK293 ssDAF-12/GRIP1 lit1-tk-luc reporter; % of 3 µM dafachronic acid response; activation, % at 6.8 µM; 370,000 compounds, 1% hits;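 active = activation above the mean over all tested compounds plus 3 SD, cut at about 0.9% in these data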;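 note: 0% = DMSO-only wells and 100% = 3 µM delta7-dafachronic acid wells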
GAA850 FXN act = FXN promoter activators, primary screen, cell-based, luciferase luminescence, HEK293 lucGAA850. HEK293 lucGAA850 FXN promoter luciferase reporter, 24 h; percent of 10 µM SAHA response. activation, % at 6 µM. 360,000 compounds, 0.56% hits. AID 540364, 2011;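 active = activation above the average of all compounds screened plus 3 SD, cutoff fixed separately per campaign, cut at about 7.5% in these data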;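 note: 0% = DMSO wells and 100% = 10 µM SAHA wells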
DAX1 inh-2 = DAX1 (NR0B1) inhibitors on StAR promoter, primary screen, cell-based, luminescence, SF-1 (NR5A1), full-length DAX-1 | 370,000 compounds, 1.1% hits | AID 652010, 2013 | HEK293T StAR-luciferase reporter, SF-1/DAX-1 repression relief | inhibition, % at 6.8 µM;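 active = inhibition above the mean over all tested compounds plus 3 SD, cut at about 3.6% in these data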;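 note: 0% = DAX-1 cells with DMSO and 100% = cells lacking DAX-1 with DMSO; higher inhibition means more luminescence from relief of DAX-1 repression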
hcDAF12 agonist = H. contortus DAF-12 nuclear receptor activators, primary screen, cell-based, luminescence, HEK293, lit1-tk-luc reporter; HEK293 hcDAF-12 lit1-tk-luc reporter; 0% DMSO, 100% Δ7-dafachronic acid; activation, % at 6.8 µM; 370,000 compounds, 1.4% hits; AID 652067, 2013;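 active = activation above the mean of all tested compounds plus 3 SD, cut at about 5.5% in these data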;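 note: 100% = response to 3 µM Δ7-dafachronic acid high control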
HGIII-sPLA2 inh = human group III sPLA2 inhibitors, primary screen, biochemical, QFRET, BODIPY PC-A2 liposome substrate; inhibition, % at 12.2 µM; Group 3 secretory phospholipase A2 (Homo sapiens), Q9NZ20; QFRET BODIPY PC-A2 liposome hydrolysis, fluorescence; AID 743126, 2013; 370,000 compounds, 0.56% hits;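 active = inhibition above mean plus 3 SD of compounds lying within the high and low control bounds, cut at about 19% in these data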;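 note: 0% = median of test compound wells and 100% = no enzyme DMSO wells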
Starred values were filed as active, the others as inactive; · = not tested or not shown.

The line under a structure holds: SMARCA2 act, DAX1 inh-1, hgDAF-12 ag, NPR1 activator, KLK7 zymogen act, GC-B act, ssDAF-12 act, GAA850 FXN act, DAX1 inh-2, hcDAF12 agonist, HGIII-sPLA2 inh
O=[N+]([O-])c1ccc(-n2cc(-c3ccccc3)nn2)cc1
→ 3, 0.9, 3.2, -11, 0.8, -2, -0.7, 2.2, 0.1, -0.7, -3
Cc1cc2c(c(=O)n1Cc1cccnc1)C(c1cccs1)C(C#N)=C(N)O2 (stereo not given)
→ 1, -0.7, 0.9, -5, 0.3, -1, -1.4, 0.9, -0.6, -0.7, -1
COc1ccc(/C=C/C(=O)NCC(=O)N/N=C(/CCC(=O)O)c2ccccc2)cc1
→ -3, 1.5, 0.0, -2, -0.2, -2, -2.5, -1.2, 0.0, 0.6, -1
Cc1ccc(NC(=O)OCCCN2C(=O)CCC23CCC(C)CC3)cc1 (stereo not given)
→ 5, ·, -0.6, 1, -0.3, -7, -1.8, ·, 0.5, -2.5, 7
CC1CCCCN1Cc1c(O)ccc2c(=O)c(-c3nc4ccccc4s3)c(N)oc12 (stereo not given)
→ 2, -1.1, -0.4, 25, -3.0, 1, -1.4, -0.9, -1.2, 0.8, -13
Cc1nc(NC(=O)c2ccccc2)nc2cc3c(cc12)OCO3
→ 3, 1.3, 12*, -1, 0.7, -4, 0.5, 5.3, 2.2, 1.9, 1
CC(=O)c1ccc(N2CCN(CC(=O)NCc3ccccc3)CC2)cc1
→ -3, 0.2, -4.0, -8, 0.2, 2, -1.6, -0.1, -0.3, -2.1, 9
C[C@@H](C(=O)CC(=O)OC(C)(C)C)[C@@H](O)c1c(F)cccc1Cl
→ 1, -0.5, 2.2, 1, 0.1, 6, -0.7, 0.7, -0.3, -2.1, -5
C=CCN1CCN(C(=O)CCCc2ccccc2)CC1
→ 4, -1.0, 1.2, 5, 5.3, 5, 0.5, -3.0, 0.9, 0.4, -1
O=C(Nc1nccs1)c1ccc(Br)cc1
→ 6, 2.8, 9.5, 1, 0.0, 1, 0.2, 0.9, 0.9, 5.0, -8

Further results.
The line under a structure holds: SMARCA2 act, DAX1 inh-1, hgDAF-12 ag, NPR1 activator, KLK7 zymogen act, GC-B act, ssDAF-12 act, GAA850 FXN act, DAX1 inh-2, hcDAF12 agonist, HGIII-sPLA2 inh
O=C(Nc1cc([N+](=O)[O-])ccc1F)C1CC1
→ 2, 0.3, 2.5, -1, 0.6, 1, -0.9, 3.2, -0.8, 1.2, 6
O=C(Nc1ccc(O)c(-c2nc3ccccc3o2)c1)C1(c2ccc(Cl)cc2)CCCC1
→ -1, 2.0, 0.2, 4, -0.3, 2, -1.0, 0.5, -0.3, 1.7, 0
NCCNc1cc(N2CCCC2)ccc1[N+](=O)[O-]
→ -4, 0.2, -2.5, -11, -0.5, -12, -1.0, 1.5, -0.3, 0.5, 5
Cc1ccc(NC(=O)Cc2nnc(SCC(=O)NC3CCCC3)n2C)cc1C
→ -2, 0.6, 0.4, 0, 0.0, -2, -0.8, -2.5, 0.6, 1.4, 9
CN(C)CCCN1C(=O)c2cccc3c(Br)ccc(c23)C1=O
→ 9.2*, 0.3, 0.8, -12, -1.8, -9, -0.6, 1.6, 0.5, 0.9, 2
CC(=O)c1cccc(NC(=O)C2Cc3c(-c4cccc(F)c4)ccnc3O2)c1 (stereo not given)
→ -3, ·, -1.7, 5, 0.1, 1, -1.6, -1.3, -2.9, -4.2, -5
CC1CN(C(=O)c2cccc(S(=O)(=O)NCc3ccccc3)c2)CC(C)O1 (stereo not given)
→ -4, 0.0, 1.2, 13, 0.2, 2, -0.8, 0.6, 2.3, -0.2, -1
CC(C)Oc1ccc(S(=O)(=O)N2CCOCC2)cc1NC(=O)C1CCC1
→ -3, -0.7, -0.8, -2, -0.2, -1, -1.0, -0.7, 0.3, -1.4, -2
COc1ccc(/C=C/C(=O)N2CCC(C(N)=O)CC2)cc1S(=O)(=O)N1CCOCC1
→ 4, 1.1, 5.0, -6, 0.6, 1, -0.9, -1.3, 0.1, -1.2, 1
CC(C)c1ccc(NC(=O)c2cc3c(=O)n(C)c4ccccc4c3n2C)cc1
→ 6, 2.8, 0.2, 2, 0.8, 3, -1.3, 0.0, -0.3, 0.6, 4

Next section
The line under a structure holds: SMARCA2 act, DAX1 inh-1, hgDAF-12 ag, NPR1 activator, KLK7 zymogen act, GC-B act, ssDAF-12 act, GAA850 FXN act, DAX1 inh-2, hcDAF12 agonist, HGIII-sPLA2 inh
COc1ccc(Cl)cc1NC(=S)NCCC(c1ccccc1)c1ccccc1
→ -4, 1.1, -2.3, -3, 0.3, -8, -1.1, -0.5, 0.0, 0.6, 2
Cc1cccc(NS(=O)(=O)c2ccc(-c3ccc(=O)[nH]n3)o2)c1
→ 5, 2.3, -1.5, 1, 0.6, 2, -1.5, 2.3, -0.9, -0.1, 4
CCOc1cc(/C=N/NC(=O)c2cccnc2)ccc1OCC(=O)N(C)C
→ 0, -1.3, 1.2, -3, 0.4, 0, -1.4, 0.0, -0.1, -0.9, 3
O=C(NC1CCN(Cc2ccccc2)CC1)c1ccc(N2CC3CC(C2)c2cccc(=O)n2C3)c([N+](=O)[O-])c1 (stereo not given)
→ 5, 0.6, -0.3, 3, -0.4, 2, -0.7, 0.7, 0.2, -0.5, -3
Cc1cccc(NC(=O)c2nc(S(=O)(=O)Cc3ccccc3)ncc2Cl)c1
→ -8, -1.1, 2.6, 19, 0.9, 9, -0.8, -4.3, 0.0, -4.2, -3
CCCCCCCCN1C(=O)[C@H](CC(=O)N2CCCC2)C[C@@]2(C(=O)OCC)CCCC=C12
→ -3, ·, -1.2, 0, 0.3, 6, -1.9, ·, -2.5, -2.9, 4
CCOc1ccc(/C=C2\SC(=S)N(Nc3ccccc3)C2=O)cc1OC
→ 1, 0.5, 0.5, 2, -0.9, -2, -0.6, 2.6, 0.5, 3.1, -13
COc1ccc(OCC(=O)NNC(=S)NC(=O)C2CC2)cc1
→ -3, 0.1, 2.2, 2, -0.4, 1, -0.6, 1.9, -2.4, -0.3, 14
COc1ccccc1NS(=O)(=O)c1cccc(C(=O)NCC(c2ccccc2OC)N2CCCC2)c1 (stereo not given)
→ -2, 2.2, 0.1, 2, -0.7, 2, -0.8, -3.5, 4.3*, 0.4, -7
CCCC1=NN(C(=O)Cc2ccc(OC)cc2)C(O)(C(F)(F)F)C1 (stereo not given)
→ -2, 0.1, -2.2, 1, 0.2, 0, -0.4, -0.1, -0.5, -1.7, 2

Carrying on:
The line under a structure holds: SMARCA2 act, DAX1 inh-1, hgDAF-12 ag, NPR1 activator, KLK7 zymogen act, GC-B act, ssDAF-12 act, GAA850 FXN act, DAX1 inh-2, hcDAF12 agonist, HGIII-sPLA2 inh
CN1CCN(Cc2cc(=O)oc3cc4c(cc23)CCC4)CC1
→ -2, 0.8, 0.7, 5, 0.6, 2, -0.2, 4.2, -0.8, 0.5, 5
O=C(c1ccccc1NS(=O)(=O)c1ccccc1)N1CCCCCC1
→ 4, 0.2, -0.8, 1, 0.1, -3, -1.2, 0.0, -0.1, -0.8, 2
NNC(=O)C1CC1c1ccc(Cl)cc1 (stereo not given)
→ -2, 0.5, 3.2, 7, -0.9, -4, 0.7, 1.7, -0.3, 1.9, 9
COc1ccc([N+](=O)[O-])cc1NC(=O)CCN1CCN(c2ccccc2)CC1
→ -4, 1.1, -3.2, -1, -0.1, -1, -0.8, 2.4, -0.5, 0.4, -4
Cc1cc(C)c(OCC(=O)NCC(C)(C)N2CCOCC2)c(C)c1
→ -2, 2.2, -2.4, 3, -0.6, 4, -1.3, -0.5, 0.7, -2.1, 11
O=C(CC1CCCCC1)c1c(O)c2ccccc2oc1=O
→ -2, 1.4, 0.4, 7, 0.0, -1, -1.5, -1.1, 0.1, -0.4, -2
Clc1ccc(-c2nc3ccc(Cl)cn3c2Cc2ccsc2)cc1
→ 11*, ·, 11*, 9, -0.6, -2, -0.6, ·, 3.8*, 1.1, -20
O=C1c2ccccc2C(=O)N1OCc1c(F)cccc1Cl
→ -1, 0.1, -1.8, 3, -0.4, 0, -1.0, 3.4, 0.1, -0.9, 3
Cc1ccc(N(C)C(=O)C2CCCN2S(=O)(=O)c2cccc3nsnc23)cc1 (stereo not given)
→ -1, 1.0, -3.8, 1, -0.1, -6, -2.2, 1.0, -0.8, -2.5, -1
COc1ccc(C(=O)Nc2ccc3nc(C)sc3c2)cc1OC
→ 2, 0.4, 1.1, 6, 0.2, -3, -1.5, 5.1, 0.7, -0.1, -1

New compounds follow
The line under a structure holds: SMARCA2 act, DAX1 inh-1, hgDAF-12 ag, NPR1 activator, KLK7 zymogen act, GC-B act, ssDAF-12 act, GAA850 FXN act, DAX1 inh-2, hcDAF12 agonist, HGIII-sPLA2 inh
CCCCCCn1c(C(C)O)nc2ccccc21 (stereo not given)
→ -1, 0.4, -0.8, -5, -0.1, 5, -1.2, 0.0, -0.5, -1.6, 3
CC1Sc2ccc(S(=O)(=O)NCCc3ccc(Cl)cc3)cc2NC1=O (stereo not given)
→ -4, -0.6, -1.0, -2, 0.8, 2, -1.1, 0.1, 0.1, -1.4, -39
O=C(Nc1cccn(Cc2c(F)cccc2Cl)c1=O)NC1CCCCC1
→ -4, 1.0, 3.3, -2, 0.5, -4, -1.5, -3.0, -2.2, -1.7, -6
O=C(COC(=O)c1ccc(S(=O)(=O)N2CCCCC2)cc1)Nc1ccccc1Cl
→ -1, -1.2, -0.6, -1, -0.7, -1, -0.3, -1.9, 0.6, -0.5, 11
CCN(c1ccccc1)S(=O)(=O)c1ccc(C(=O)NCc2ccccn2)cc1
→ 5, 1.2, 0.3, 0, -0.9, 0, -0.6, 0.9, -0.3, -1.2, -2
CCOc1ccccc1NC(=S)N(CCCN1CCOCC1)Cc1cn(C)c2ccccc12
→ -6, -1.4, -0.6, -3, 0.2, -2, -1.9, -6.6, -0.7, -2.0, 19
